OX1R antag-1: antagonists of human orexin 1 receptor; O43613; CHO/OX1R cells, Fluo-8 calcium fluorescence, orexin A; inhibition, % at 5 µM; 330,000 tested, 0.43% active; AID 434989;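 active = inhibition above its plate's threshold, mean inhibition of all tested compounds on the plate plus 3 SD, cut at about 37% in these data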;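 note: 0% = orexin A challenge wells and 100% = SB-334867-A antagonist wells; not every result past the cut was called active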
Target sequence (O43613 whole entry, looked up): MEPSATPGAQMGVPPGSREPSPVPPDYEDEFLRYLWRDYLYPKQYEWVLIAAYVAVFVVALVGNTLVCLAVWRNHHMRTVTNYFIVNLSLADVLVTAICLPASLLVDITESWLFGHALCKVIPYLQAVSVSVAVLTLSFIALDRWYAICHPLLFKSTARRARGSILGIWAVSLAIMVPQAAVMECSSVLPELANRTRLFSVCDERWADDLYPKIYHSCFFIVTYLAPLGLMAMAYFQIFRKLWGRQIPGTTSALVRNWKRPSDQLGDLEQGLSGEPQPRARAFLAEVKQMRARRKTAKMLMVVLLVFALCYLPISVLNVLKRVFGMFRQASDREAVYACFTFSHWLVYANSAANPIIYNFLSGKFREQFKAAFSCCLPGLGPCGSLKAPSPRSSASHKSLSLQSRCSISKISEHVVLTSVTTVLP
STK33 kinase inh: human STK33 kinase inhibition; purified STK33, MBP phosphorylation, ADP-Glo luminescence; 320,000 tested, 0.073% active; inhibition, % at 10 µM; Q9BYT3;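 active = inhibition at or above 25%, using the most active replicate where run in duplicate; inactive = inhibition below 25%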
Target sequence (Q9BYT3 whole entry, looked up): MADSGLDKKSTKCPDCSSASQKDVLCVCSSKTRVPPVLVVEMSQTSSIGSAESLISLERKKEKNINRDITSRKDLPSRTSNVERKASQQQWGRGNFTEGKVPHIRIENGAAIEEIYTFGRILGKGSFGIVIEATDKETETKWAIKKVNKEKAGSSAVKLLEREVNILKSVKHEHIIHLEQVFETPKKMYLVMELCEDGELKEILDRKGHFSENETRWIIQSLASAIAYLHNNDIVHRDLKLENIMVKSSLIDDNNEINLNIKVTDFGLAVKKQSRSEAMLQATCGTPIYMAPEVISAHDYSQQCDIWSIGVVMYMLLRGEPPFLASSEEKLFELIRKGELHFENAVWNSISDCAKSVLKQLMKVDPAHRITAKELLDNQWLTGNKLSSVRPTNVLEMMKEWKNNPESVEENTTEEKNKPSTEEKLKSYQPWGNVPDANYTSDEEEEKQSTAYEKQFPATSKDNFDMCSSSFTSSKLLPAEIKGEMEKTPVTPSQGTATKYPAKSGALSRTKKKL
OX1R antag-2: OX1R (human) antagonism. O43613. 330,000 tested, 1.8% active. inhibition, % at 6.6 µM. AID 485270. OX1R-expressing cells, FRET antagonist read-out; in the data active = inhibition mostly above about 38%, no sharp cut-off; inactive = mostly below about 40%;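 note: 0% = agonist challenge alone and 100% = reference antagonist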
Numbers without * were called inactive; · = no result given.

Structure	OX1R antag-1	STK33 kinase inh	OX1R antag-2
O=C(C1CCC1)N(CCc1ccccc1)Cc1nc2ccccc2c(=O)[nH]1	-34	-1.7	12
COc1cc2c(cc1OC)CN(c1ccc(F)cc1[N+](=O)[O-])CC2	-24	1.1	5
COc1ccc([C@@H]2CC=C(C(=O)O)[C@H](c3ccc(C)cc3)N2S(=O)(=O)c2ccc(C)cc2)cc1OC	-4	-2.7	22
CCn1c2ccccc2c2cc(NC(=O)COC(=O)c3cc(OC)c(OC)cc3OC)ccc21	19	-4.3	80*
Cc1cc(C)cc(NC(=O)N2CCCC2C(=O)NCc2ccco2)c1 (stereo not given)	-14	0.4	19
Cc1ccc(/C=N/NC(=O)CNC(=O)c2ccc(S(=O)(=O)N(C)C)cc2)cc1	-15	-1.2	1
CN1C(=O)N(C)C2(c3ccccc3)NC(=O)NC12c1ccccc1 (stereo not given)	-7	-0.4	-30
O=C(Cn1nnc(-c2ccc(S(=O)(=O)N3CCCC3)cc2)n1)Nc1ccccc1-n1cccc1	-5	1.7	11
O=C(COC(=O)c1ccc2ccccc2n1)Nc1ccccc1F	-28	-0.3	3
O=C(Cn1ncc2c([nH]c3ccccc32)c1=O)NCCc1ccc(Cl)cc1	-13	-1.4	12
COc1ccc(-c2sc3ccc(N4CCOCC4)cc3c2C#Cc2ccsc2)cc1	-16	0.3	6
COc1ccc2nc(NC(=O)c3cnccn3)sc2c1	-10	-0.4	10
Cn1c(N)c(C(=O)COC(=O)c2cccnc2Cl)c(=O)n(C)c1=O	-14	·	15
CC1CC(=O)C(C2c3ccccc3CCN2C(=O)CCl)C(=O)C1 (stereo not given)	5	-0.6	4
CCC(=O)Nc1nc2n(n1)C(c1ccc(OC)cc1)C=C(c1ccccc1)N2 (stereo not given)	0	-0.5	11
Cc1ccc2oc(C(=O)N(Cc3ccncc3)CC3CCCO3)c(C)c2c1 (stereo not given)	-20	0.2	13
CC(=O)Nc1ccc(S(=O)(=O)Nc2nc3n(n2)C(c2ccccc2)CC(=O)N3)cc1 (stereo not given)	-6	-0.8	-4
Cc1ccc(NC(=O)c2cc3c(s2)CCCC3)cc1S(=O)(=O)Nc1ccccc1Cl	6	-0.1	70*
COc1cc(OC)nc(Oc2ccccc2C(=O)Oc2ccc(C)cc2)n1	3	-1.1	19
CCOc1ccc(C(=O)Nc2ccc(S(=O)(=O)Nc3nccc(C)n3)cc2)cc1OCC	-16	0.1	6
CC1=C(C(=O)OC(C)C)C(C)C(C(=O)OC(C)C)=C(C)N1	-11	-1.8	19
CC(C)Oc1ccc(C2NC(=O)NC2=O)cc1 (stereo not given)	-4	-0.4	8
Cc1ccc(N2CC(NS(=O)(=O)c3cccnc3)CC2=O)cc1C (stereo not given)	-19	-0.7	4
COc1ccc2c(c1)CC[C@@H]1[C@@H]2CC[C@]2(C)C(=O)CC[C@@H]12	-2	-0.1	20
Cc1ccc2nc(N3CCC(C(=O)NC4CCCCC4)CC3)sc2c1	-35	-1.1	-5
COc1ccc(C)cc1N(CC(=O)Nc1ccc(S(=O)(=O)N2CCOCC2)cc1)S(C)(=O)=O	-17	-0.8	11
CN(C(=O)CN1CCC(NC(=O)C2CCCCC2)CC1)C1CCCCC1	0	-2.8	2
COc1cc(/C=N/NC(=O)CN2CCOCC2)ccc1OCc1ccccc1	-21	1.1	5
CC(C)CN(CC(C)C)C(=O)CN1C(=O)NC2(CCc3ccccc3C2)C1=O (stereo not given)	-27	0.4	1
CCOC(=O)N1CCN(C(=O)COc2cccc3c2CCN(Cc2ccc(F)cc2)C3=O)CC1	-25	-1.7	9

5 compounds already listed, arranged by heavy-atom count, falling.
Structure	OX1R antag-1	STK33 kinase inh	OX1R antag-2
COc1cc(/C=N/NC(=O)CN2CCOCC2)ccc1OCc1ccccc1	-21	1.1	5
Cc1ccc2oc(C(=O)N(Cc3ccncc3)CC3CCCO3)c(C)c2c1 (stereo not given)	-20	0.2	13
Cc1ccc2nc(N3CCC(C(=O)NC4CCCCC4)CC3)sc2c1	-35	-1.1	-5
O=C(COC(=O)c1ccc2ccccc2n1)Nc1ccccc1F	-28	-0.3	3
COc1ccc2c(c1)CC[C@@H]1[C@@H]2CC[C@]2(C)C(=O)CC[C@@H]12	-2	-0.1	20

Later entries:
Structure	OX1R antag-1	STK33 kinase inh	OX1R antag-2
Cc1ccc(S(=O)(=O)N2CCOCC2)cc1NC(=O)COC(=O)CNC(=O)c1ccccc1	-13	0.7	9
CCOC(=O)C1CCCN(c2c(NCCCN3CCCC(C)C3)c(=O)c2=O)C1 (stereo not given)	-7	-1.3	10
COc1ccc(CC(=O)NNC(=O)c2cc(C)[nH]n2)cc1	20	0.3	17
O=C(CNS(=O)(=O)c1ccc(Br)cc1)OCc1cc(=O)n2cc(Br)ccc2n1	-1	-1.3	18
c1ccc2c(Nc3nc4c(s3)CCCC4)cccc2c1	-24	-0.1	20
CN1CCN(NC(=S)Nc2ccccc2)CC1	-13	-0.3	3
CCOc1ccc(-c2nc(CCl)cs2)cc1	-3	0.0	18
CC(=O)c1ccc(Oc2cc(C(F)(F)F)cnc2C(N)=O)cc1	-2	-3.1	-1
Cc1cccc(NC(=O)Cn2c(=O)n(CC3CCCO3)c(=O)c3ccccc32)c1 (stereo not given)	-20	0.0	7
Fc1cccc(-c2cc3nc4c(c(N5CCOCC5)n3n2)CCCC4)c1	-14	-1.0	12
Cc1ccc(NC(=S)N(CCN2CCCCC2)Cc2ccco2)cc1C	-17	1.0	43
O=[N+]([O-])c1ccccc1S(=O)(=O)N1CCCC(C(F)(F)F)C1 (stereo not given)	-17	-2.0	4
Cc1cccc(NC(=O)c2cc(S(=O)(=O)c3ccccc3)ccc2Cl)c1	-11	-0.7	25
O=C(CCNC(=O)c1ccccc1Cl)NN=Cc1ccco1	-7	-0.7	10
Cc1ccccc1-n1c(Cn2c(=O)sc3ccccc32)nnc1SCC(=O)Nc1nccs1	-23	-0.5	8
CCc1nn(CCCC(=O)NCc2ccccc2Br)c(=O)c2cc3occc3n12	-29	-0.4	17
COc1cc(-c2nc3cnccn3c2Nc2c(C)cccc2C)ccc1O	-15	0.2	12
COc1ccc(NC(=O)CCN2C(=O)c3ccccc3C2=O)cc1	-15	-1.6	3
O[C@@H]1[C@@H](O)C=C2CCN3Cc4cc5c(cc4[C@H]1C23)OCO5 (stereo not given in full)	-25	-1.4	7
COCCn1c(SCC#N)nnc1-c1ccc([N+](=O)[O-])cc1	-15	-3.8	72*
Cc1onc(-c2ccccc2)c1C(=O)NCc1ccco1	-24	0.6	13
c1ccc(Cn2nnnc2C(c2cccs2)N2CCCCCC2)cc1 (stereo not given)	38	-2.8	9
CC(=O)c1cccc(S(=O)(=O)NCC2CCCCC2)c1	-23	-1.5	14
COc1ccc(CCCC(=O)N/N=C\c2cccs2)cc1	-19	-0.4	11
CN1C(=O)CC(NNC(=O)c2ccc(Cl)cc2)C1=O (stereo not given)	-5	-1.2	9
Cc1oc(C(C)(C)C)cc1C(=O)Nc1ccc(N2CCOCC2)cc1	-29	-1.0	10
CCOC(=O)C1ON2CCCCC2C1(O)C(F)(F)F (stereo not given)	-9	-0.9	9
O=c1oc2cc(O)ccc2s1	6	-1.5	7
COc1ccccc1NC(=O)COC(=O)Cc1c[nH]c2ccccc12	-20	0.0	28
O=C(Nc1ccccc1N1CCCCC1)c1ccc(F)cc1	-61	2.5	13

Additional results follow:
Structure	OX1R antag-1	STK33 kinase inh	OX1R antag-2
COc1ccc2c(-c3ccc(SC)cc3)c(-c3ccc(S(C)(=O)=O)cc3)sc2c1	-3	1.3	6
COc1cc(Br)c(C(C)NC(=O)c2ccccc2)cc1OC (stereo not given)	-9	-0.7	7
CC(=O)c1nnn(-c2ccc(Cl)cc2C#N)c1C	6	0.0	2
Cc1cc(NC(=O)CSc2nnc(-c3ccccc3F)n2N)no1	1	0.0	9
CC(C)CC(NC(=O)C1CCC(C)CC1)C(=O)NCc1ccco1 (stereo not given)	-14	-0.1	6
O=C(C1CC(c2ccc(F)cc2)=NO1)N1CCCc2ccccc21 (stereo not given)	-18	-1.5	5
O=C(CSCSCC(=O)NCC1CCCO1)NCC1CCCO1 (stereo not given)	-5	-1.2	5
CCCCNCCCOc1cccc(Cl)c1	-3	-0.8	12
COCCn1c(-c2ccsc2)nc2c1c(=O)[nH]c(=O)n2CC(C)C	-23	-0.9	4
CC1CCCCC1NC(=O)COC(=O)COc1ccc(Cl)cc1 (stereo not given)	-4	-0.6	21
COc1ccc(CCNC(=O)CNC(=O)c2nn(-c3ccc(OC)c(OC)c3)c(=O)c3ccccc23)cc1OC	-29	-0.1	32
COCCN(CC(=O)NC1CCCCC1)C(=O)c1csnn1	-11	-1.3	18
O=C(NC1CCN(Cc2ccccc2)CC1)c1ccc(Cn2c(=S)[nH]c3ccc(N4CCOCC4)cc3c2=O)cc1	-37	0.5	-8
CCCn1nc(NS(C)(=O)=O)c2cc3cccc(C)c3nc21	-23	-0.4	12
O=C(COc1ccccc1)Nc1nn[nH]n1	-6	-1.0	29
Cc1nn(Cc2c(F)c(F)c(F)c(F)c2F)c(C)c1NC(=O)c1ccc(COc2cc(Cl)ccc2Cl)cc1	-11	-0.4	6
O=c1[nH]c(C2CCN(S(=O)(=O)c3cccc(C(F)(F)F)c3)CC2)nc2c1nnn2Cc1cccc(F)c1	-33	0.1	14
O=C(CCc1nc2ccccc2c(=O)[nH]1)N1CCN(S(=O)(=O)c2cccc([N+](=O)[O-])c2)CC1	1	-1.7	8
CC(=O)OCC1=C(C(=O)O)N2C(=O)[C@@H](NC(=O)Cc3cccs3)[C@H]2SC1	-1	-3.4	11
COc1ccc(/C(O)=C2/C(=O)C(=O)N(CCN(C)C)C2c2cccnc2)cc1OC (stereo not given)	-8	-1.6	15
CC(=O)N/C(N)=N/c1nc(=O)c2ccccc2s1	-4	-1.6	8
COc1ccc(-n2c(Cn3nnc4ccccc43)n[nH]c2=S)cc1	-8	·	7
CCN(C[C@H]1N[C@@](C)(C(=O)OC)[C@H]2C(=O)N(C)C(=O)[C@@H]12)S(=O)(=O)c1ccc(F)cc1	-12	-1.0	0
CCCCn1c(SCC(=O)N2CC(=O)Nc3ccccc32)nnc1-c1ccoc1C	-25	3.4	15
COc1cccc(Oc2cn[nH]c2-c2ccc(O)cc2O)c1	0	6.7	13
CC1CCC(NC(=O)CCCn2sc3ccccc3c2=O)CC1 (stereo not given)	-24	-0.9	19
CN1CCN(c2ccc(S(=O)(=O)N3CCCCC3)cn2)CC1	-21	0.8	16
Cc1ccc(-c2nn(-c3ccccc3)cc2C(=O)NN2CCN(C)CC2)cc1	-17	1.9	8
COc1ccc(CN2CC(=O)N3[C@H]4c5cc(C)ccc5OC[C@@H]4[C@H](c4ccccc4)[C@]3(C)C2=O)cc1	26	0.1	12
Cc1ccc(S(=O)(=O)NC(=O)c2ccccc2C)cc1	-27	-0.4	10

More records.
SMILES	OX1R antag-1	STK33 kinase inh	OX1R antag-2
Cc1coc2c(C)c3oc(=O)c(CCC(=O)N[C@@H](C)C(=O)N[C@@H](Cc4ccccc4)C(=O)O)c(C)c3cc12	-8	-1.1	45*
CCN(CC)S(=O)(=O)c1ccc(NC(=O)c2ccccc2N(C)S(C)(=O)=O)cc1	-15	-1.3	9
Cc1csc(N/N=C/c2c(F)cccc2Cl)n1	26	1.0	-1
Oc1ccc(C23CC4CC(CC(C4)C2)C3)cc1O	-6	0.7	12
CCCCc1n(CC(=O)c2ccc(Cl)cc2)c2ccccc2[n+]1C	-12	-0.7	8
C[C@@H]1CN([C@@H](C)CO)C(=O)Cc2cc(NC(=O)Nc3ccc(C(F)(F)F)cc3)ccc2O[C@@H]1CN(C)S(=O)(=O)c1ccc(Cl)cc1	1	0.6	6
COC(=O)c1c(-c2ccc(OC)cc2)sc2cc3c(cc12)OCO3	-27	-1.9	-4
CCCc1cc(=O)n2[nH]c(C)nc2n1	-1	-0.7	-1
COCCCn1c2nc3ccccc3nc2c2c(=O)n(-c3ccccc3OC)cnc21	-20	-1.5	39
O=C(CN1C(=O)CCSc2ccccc21)Nc1ccccc1	-5	-0.3	5
N/C(=N\O)c1ccccc1-n1cccc1	1	·	19
O=C(CSc1nc(-c2cccs2)cc(C(F)(F)F)n1)Nc1cc(OCC(F)(F)F)cc([N+](=O)[O-])c1	-14	-2.1	16
O=C1CC(c2ccccc2)CC(O)=C1C=NCCCN1CCOCC1 (stereo not given)	-10	-1.7	-1
O=C(NCCN1CCOCC1)c1cccnc1SCc1ccccc1Cl	11	·	6
Cc1nn(CC2CC2)c(=O)n1-c1ccc(F)cc1	-4	-1.6	19
CC(=O)Nc1ccc(N/C=C2/CCCC2=O)cc1	-9	-1.5	27
O=C(OCc1nc2ccccc2s1)[C@@H]1CCCN1S(=O)(=O)c1ccccc1F	-13	-1.2	23
Cc1ccc(/C(O)=C/c2nc3cc(C)ccc3oc2=O)cc1	-7	-0.2	8
Cc1occc1C(=O)Nc1cccc(C(=O)NCc2ccccc2)c1	-8	2.3	24
COc1cc2c(cc1OC)-c1nnc(-c3cccs3)n1C1(CCCC1)C2	-15	0.0	11

Screening data: PubChem BioAssay, several laboratories
